Menin-MLL TR inh – qHTS Assay for Inhibitors Targeting the Menin-MLL Interaction in MLL Related Leukemias: Competition With Texas Red Labeled MLL-derived Mutant Peptide; Menin + Texas Red MLL mutant peptide, fluorescence polarization; Potency, µM (highest dose often 61.6 µM), for the others: top-dose FP activity change, negative = inhibition, hits mostly inhibitors; actives 0.23% (n = 270,000); active means well fitted inhibition curve with a large enough effect in the polarisation, with a control signal flat, not every such curve was filed as active; inconclusive means small, poorly fitted or top-dose-only effect, or effect the other way, or a change in a side signal; inactive means no such curve, though single readings can be large or run the other way; the % refers to the polarisation; further: potency means the concentration at half of the fitted maximal effect; % of control where 0% means no effect; many of its hits are not listed in these tables
Target sequence (O00255 whole entry, looked up): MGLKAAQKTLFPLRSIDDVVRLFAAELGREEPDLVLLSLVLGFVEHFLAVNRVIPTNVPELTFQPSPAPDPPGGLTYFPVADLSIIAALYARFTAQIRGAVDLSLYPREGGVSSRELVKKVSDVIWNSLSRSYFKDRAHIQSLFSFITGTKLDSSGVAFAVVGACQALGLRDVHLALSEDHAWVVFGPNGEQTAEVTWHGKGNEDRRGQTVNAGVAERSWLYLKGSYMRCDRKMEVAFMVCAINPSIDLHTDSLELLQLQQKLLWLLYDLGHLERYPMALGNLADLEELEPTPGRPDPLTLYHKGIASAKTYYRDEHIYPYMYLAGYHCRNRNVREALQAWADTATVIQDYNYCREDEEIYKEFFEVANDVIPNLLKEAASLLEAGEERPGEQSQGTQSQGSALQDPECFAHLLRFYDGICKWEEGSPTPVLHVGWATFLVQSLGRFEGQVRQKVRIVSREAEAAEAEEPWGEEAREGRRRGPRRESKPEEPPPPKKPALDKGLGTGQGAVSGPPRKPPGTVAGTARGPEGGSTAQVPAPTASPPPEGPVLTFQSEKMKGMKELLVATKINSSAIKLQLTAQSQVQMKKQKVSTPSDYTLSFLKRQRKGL
PKM2 act – qHTS Assay for Activators of Human Muscle isoform 2 Pyruvate Kinase. purified PKM2, Kinase-Glo ATP luminescence, activation; response scale: 0% is enzyme alone, no compound. actives 0.34% (n = 260,000). Potency, µM (titrated, usually from 57.5 µM), without a hit: at the top dose activation, actives largely listed as activators; further: potency means the concentration at half of the fitted maximal effect; on the % scale 0 is the no-effect control and ±100 the full control effect; nearly all actives have a fitted effect of over 55% in size
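Kinase-Glo luminescence reports ATP generated from ADP (0.1 mM) and PEP (0.5 mM) by purified hPK-M2 after 1 h at room temperature, pH 7.2 imidazole buffer; intermediate enzyme activity allows detecting inhibitors and activators.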
NPC1 prom act – qHTS Assay for NPC1 Promoter Activators; Huh7 NPC1 promoter luciferase reporter, 24 h; Potency, µM (highest dose often 9.22 µM), for inactives: top-dose activation, usual class: activators; actives 2.4% (n = 320,000);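 further: potency means the concentration at half of the fitted maximal effect; % of control where 0% means no effect; nearly all actives have a fitted effect of over 60% in size; reporter is driven by a mutant NPC1 promoter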
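Luminescence read-out of NPC1 promoter-driven luciferase in stably transfected Huh7 cells; compounds delivered in DMSO and left 24 h at 37C, 5% CO2, qHTS titration format.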
Gal4-VP16 FLuc – VP16 counterscreen qHTS for inhibitors of ROR gamma transcriptional activity. Drosophila S2 Gal4-VP16 UAS-luciferase, luminescence, 20 h. Potency, µM (top dose mostly 53.6 µM), inactives show at the highest dose activity, negative = inhibition, most hits filed as inhibitors. actives 3.5% (n = 310,000). AID 2546, 2010;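 further: Gal4-VP16 expression switched on by copper sulfate through the metallothionein promoter; potency means the concentration at half of the fitted maximal effect; on the % scale 0 is the no-effect control and ±100 the full control effect; nearly all actives have a fitted effect of over 50% in size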
ELG1 genotoxic – qHTS screen for small molecules that induce genotoxicity in human embryonic kidney (HEK293T) cells expressing luciferase-tagged ELG1; HEK293T ELG1-luciferase reporter, luminescence, 16 h; Potency, µM (top dose mostly 46 µM), for inactives: at the highest dose activity change, positive = activation, hits mostly activators; actives 1.3% (n = 330,000); further: potency means the concentration at half of the fitted maximal effect; % of control where 0% means no effect; nearly all actives have a fitted effect of over 60% in size
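Quantitative HTS format in 1536-well plates. HEK293T ELG1-luciferase reporter cells receive test compound and are incubated 16 hr at 37 °C, 5% CO2; ONE-Glo added, 30 min room temperature, then luminescence read.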
Rab9 prom act – qHTS Assay for Rab9 Promoter Activators. Huh7 Rab9 promoter-luciferase reporter, luminescence, 24 h. Potency, µM (titrated, usually from 9.22 µM), inactives show at the top dose activation, negative = inhibition, hits mostly activators. actives 2.8% (n = 320,000). AID 485297, 2010; further: potency means the concentration at half of the fitted maximal effect; % of control where 0% means no effect; nearly all actives have a fitted effect of over 60% in size
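Promoter activation is measured as luciferase luminescence in Huh7 cells stably transfected with a Rab9 promoter–luciferase construct, following 24 h compound exposure at 37 °C and 10 min reagent incubation at ambient temperature.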
BRCA1 expr act – qHTS Assay to Identify Small Molecule Activators of BRCA1 Expression | MCF7-BRCA1-FFLuc reporter, luminescence, 48 h; response scale: scaled: vehicle 0%, 10 µM genistein 100% | Potency, µM (doses to about 46.1 µM), for the others: at the highest dose activation, most hits filed as activators | actives 1.1% (n = 380,000); further: potency means the concentration at half of the fitted maximal effect; nearly all actives have a fitted effect of over 80% in size; some results filed as inactive show a strong effect at the top dose
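Luminescence from a BRCA1-driven firefly luciferase in MCF7 cells was read after 48 h compound exposure at 37 C. Data normalized against DMSO and a 10microM genistein activation control, then curve-fitted across the titration.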
Giardia killer – Small Molecules that selectively kill Giardia lamblia: qHTS | Giardia lamblia trophozoite viability | activity change, % at 7.66 µM, hits read low | actives 0.15% (n = 340,000); in the data active means activity change below about -80%; inconclusive means between about -30% and that limit;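 further: parasites exposed to compound for two days anaerobically before the ATP read; on the % scale 0 is the no-effect control and ±100 the full control effect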
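Media and compound were dispensed first, then trophozoites at 100 cells/well; plates sat 48 hrs at 37 deg C without oxygen before ATP luminescence reagent was added and read after 15-30 min at room temperature.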
RORgamma inh – qHTS for inhibitors of ROR gamma transcriptional activity; Drosophila S2 Gal4-RORgamma UAS-luciferase reporter, 20 h; Nuclear receptor ROR-gamma (Mus musculus), P51450; Potency, µM (doses to about 53.6 µM), inactives show at the highest dose activity change, negative = inhibition, usual class: inhibitors; actives 5.4% (n = 310,000); further: potency means the concentration at half of the fitted maximal effect; on the % scale 0 is the no-effect control and ±100 the full control effect; nearly all actives have a fitted effect of over 60% in size
Target sequence (P51450 whole entry, looked up, the tested form may be a part): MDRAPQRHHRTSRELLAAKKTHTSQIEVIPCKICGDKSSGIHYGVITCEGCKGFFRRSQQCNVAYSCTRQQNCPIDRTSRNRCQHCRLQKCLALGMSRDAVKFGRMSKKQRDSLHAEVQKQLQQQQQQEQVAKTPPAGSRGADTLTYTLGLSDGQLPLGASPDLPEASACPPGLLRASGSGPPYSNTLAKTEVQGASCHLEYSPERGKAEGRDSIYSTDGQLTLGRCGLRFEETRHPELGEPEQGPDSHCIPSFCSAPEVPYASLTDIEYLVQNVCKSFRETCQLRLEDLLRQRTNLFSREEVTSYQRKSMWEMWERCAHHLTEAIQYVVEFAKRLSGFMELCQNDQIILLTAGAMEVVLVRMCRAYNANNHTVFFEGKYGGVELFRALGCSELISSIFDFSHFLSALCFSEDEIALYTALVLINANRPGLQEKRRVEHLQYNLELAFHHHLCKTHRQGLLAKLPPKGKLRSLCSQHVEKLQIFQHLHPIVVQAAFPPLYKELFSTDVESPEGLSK
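Read-out: Photinus luciferase luminescence; inhibitors lower reporter signal. Insect Schneider cells with Gal4-ROR gamma fusion under metallothionein promoter, UAS reporter; 700 uM final copper sulfate induction, 20 hr, ambient temperature.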
p53 reactivator – qHTS assay for re-activators of p53 using a Luc reporter; H1299 p53-A138V BP100-luciferase reporter, luminescence, 24 h; Potency, µM (series often up to 92.2 µM), inactives show at the highest dose activity change, positive = activation, usual class: activators; actives 0.063% (n = 320,000); AID 504706, 2011; further: potency means the concentration at half of the fitted maximal effect; % of control where 0% means no effect; nearly all actives have a fitted effect of over 45% in size
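H1299 (p53-null), stable ts p53-A138V + BP100-Luc; 1000 cells/well, Opti-MEM/10% FBS; cpd 4 pt, 1:5; 24 h, 37 deg C, 5% CO2; detection reagent 10 min RT; luminescence.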
FLuc counter – qHTS profiling assay for firefly luciferase inhibitor/activator using purifed enzyme and Km concentrations of substrates (counterscreen for miR-21 project) | Potency, µM (doses to about 57.5 µM), inactives show at the highest dose activity change, negative = inhibition, actives largely listed as inhibitors | purified FLuc, Km substrates, luminescence inhibition | actives 6.9% (n = 360,000) | Luciferin 4-monooxygenase (Photinus pyralis), P08659 | AID 588342, 2011;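 further: potency means the concentration at half of the fitted maximal effect; plate controls were vehicle for no effect and reference inhibitor for full effect; nearly all actives have a fitted effect of over 55% in size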
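Purified P. pyralis luciferase, 10 nM final, with Km-level 10 uM D-luciferin and 10 uM ATP in 50 mM Tris acetate pH 7.5, 10 mM Mg acetate, 0.01% Tween-20, 0.05% BSA; 6-point qHTS titration about 60 µM downward; luminescence read.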
An asterisk follows results filed as active; & = joins results of further samples; [ ] = another dose, or the depositor's remark. Unless noted, the call rests on the fitted dose curve; in most records, active means well fitted curve in the direction sought with a large enough effect; inconclusive means small, poorly fitted or top-dose-only effect, or another doubt; inactive means no such curve, though single readings can be large; an effect the other way counts as inactive or inconclusive. Not all compounds are listed (hit frequency here may not be typical).

For Cc1cc(C)n(Cc2cnc(N3CCOCC3)s2)n1 the results were Menin-MLL TR inh 11.1%, PKM2 act -0.5%, NPC1 prom act -1.8%, Gal4-VP16 FLuc 2.9%, ELG1 genotoxic -0.3%, Rab9 prom act -5.2%, BRCA1 expr act -7.1%, Giardia killer 28.9, RORgamma inh -6.7%, p53 reactivator -1.9% and FLuc counter -1.6%.
For O=c1[nH]n(-c2ccccc2)c(=O)c2ccccc12 the results were Menin-MLL TR inh 4.4%, PKM2 act -1.6%, NPC1 prom act -0.4%, Gal4-VP16 FLuc 1.9%, ELG1 genotoxic 2.2%, Rab9 prom act -1.1%, BRCA1 expr act 0.9%, Giardia killer 7.4, RORgamma inh 17.5%, p53 reactivator 9.4% and FLuc counter -2.7%.
Screening Cc1cccc(NC(=O)COC(=O)CCCC2=NS(=O)(=O)c3ccccc3N2)c1 returned NPC1 prom act -0.7%, Gal4-VP16 FLuc -6.2%, ELG1 genotoxic 2.0%, Rab9 prom act -3.9%, BRCA1 expr act 2.6%&0.2%, Giardia killer 2.1, RORgamma inh -5.6%, p53 reactivator -3.2% and FLuc counter -19.5%&-3.9%.
`CCc1nc2ccccc2n1Cc1ccc(F)cc1` gave Menin-MLL TR inh 1.2%, PKM2 act 6.8%, NPC1 prom act -3.0%, Gal4-VP16 FLuc 13.2%, ELG1 genotoxic -9.0%, Rab9 prom act inconclusive, BRCA1 expr act 0.0%, Giardia killer 8.1, RORgamma inh inconclusive, p53 reactivator -2.1% and FLuc counter 4.4%.
`COc1ccc(C2C(C(=O)Nc3ccccc3OC)=C(C)Nc3ncnn32)cc1` (configuration not stated) gave Menin-MLL TR inh 0.1%, PKM2 act 0.3%, NPC1 prom act -0.4%, Gal4-VP16 FLuc 3.5%, ELG1 genotoxic 1.8%, Rab9 prom act -1.8%, BRCA1 expr act 1.7%, Giardia killer -4.4, RORgamma inh -10.1%, p53 reactivator -8.4% and FLuc counter 0.5%.
For COc1ccc(CCC(=O)OCC(=O)c2ccc(C)cc2)cc1 the results were Menin-MLL TR inh 5.8%, PKM2 act -1.3%, NPC1 prom act 4.1%, Gal4-VP16 FLuc -14.5%, ELG1 genotoxic 1.9%, Rab9 prom act -0.2%, BRCA1 expr act 2.6%, Giardia killer -0.3, RORgamma inh -12.4%, p53 reactivator 14.4% and FLuc counter inconclusive.
`COC(=O)c1cc(NC(=O)c2ccco2)ccc1N1CCOCC1` gave PKM2 act -5.7%, NPC1 prom act 1.7%, Gal4-VP16 FLuc 6.8%, ELG1 genotoxic 1.7%, Rab9 prom act -1.3%, BRCA1 expr act -5.2%, Giardia killer -11.3, RORgamma inh 9.8%, p53 reactivator 0.6% and FLuc counter -2.5%.
Screening CCCCN1Cc2cc(C(=O)c3cc(OC)ccc3O)cnc2NC1=O returned Menin-MLL TR inh -13.4%, PKM2 act -1.5%, NPC1 prom act -3.8%, Gal4-VP16 FLuc -0.8%, ELG1 genotoxic 2.1%, Rab9 prom act -1.0%, BRCA1 expr act -10.2%, Giardia killer 3.7, RORgamma inh 27.7%, p53 reactivator 3.4% and FLuc counter -10.3%.
O=C(CSc1nc(=O)n2ccccc2n1)N1CCCCCC1 was read as NPC1 prom act -2.2%, ELG1 genotoxic -0.4%, Rab9 prom act -4.7%, BRCA1 expr act -1.1%, Giardia killer -8.8, p53 reactivator 2.0% and FLuc counter 18.2%.
`CC(=O)N1CC(C)Sc2ccc(S(=O)(=O)NCc3ccc(Cl)cc3)cc21` (configuration not stated) gave Menin-MLL TR inh 4.7%, PKM2 act -4.5%[0.46 µM], NPC1 prom act -9.8%, Gal4-VP16 FLuc inconclusive, ELG1 genotoxic -3.8%, Rab9 prom act -18.7%, BRCA1 expr act -39.8%, Giardia killer 3.5, RORgamma inh inconclusive, p53 reactivator 14.7% and FLuc counter 1.3%.
C=CCn1c(Cc2c(C)[nH]c3ccccc23)nnc1SCC(=O)NCc1ccc(F)cc1 was read as Menin-MLL TR inh -10.2%, PKM2 act -2.9%, NPC1 prom act 0.1%, Gal4-VP16 FLuc 1.6%, ELG1 genotoxic -6.0%, Rab9 prom act -4.2%, BRCA1 expr act -21.8%, Giardia killer 14.2, RORgamma inh 23.7%, p53 reactivator -9.7% and FLuc counter 0.7%.
For CCc1ccccc1NC(=O)CN(c1cccc(OC)c1)S(C)(=O)=O the results were Menin-MLL TR inh -0.9%, PKM2 act -0.3%, NPC1 prom act -0.2%, Gal4-VP16 FLuc 11.5%, ELG1 genotoxic -1.3%, Rab9 prom act 3.9%, BRCA1 expr act 8.5%, Giardia killer -3.1, RORgamma inh inconclusive, p53 reactivator -5.8% and FLuc counter 3.5%.
For COC(=O)c1cnc(N2CCCN(S(=O)(=O)c3ccccc3)CC2)nc1C(F)(F)F the results were PKM2 act -1.5%, NPC1 prom act 2.5%, Gal4-VP16 FLuc -3.1%, ELG1 genotoxic -0.6%, Rab9 prom act -3.8%, BRCA1 expr act -8.9%, Giardia killer -4.3, RORgamma inh 4.4%, p53 reactivator -3.1% and FLuc counter 0.6%.
Screening CCn1nc(C)c(Br)c1Nc1ccc(Br)cc1 returned Menin-MLL TR inh 13.9%, PKM2 act 0.7%, NPC1 prom act -3.8%, Gal4-VP16 FLuc 10.5%, ELG1 genotoxic -4.1%, Rab9 prom act -3.2%, BRCA1 expr act 0.0%, Giardia killer 1.1, RORgamma inh 18.7%, p53 reactivator 3.5% and FLuc counter 0.3%.
For CCOC(=O)NC(=O)COC(=O)c1ccc(O)cc1 the results were Menin-MLL TR inh 0.0%, PKM2 act 4.7%, NPC1 prom act 1.2%, Gal4-VP16 FLuc 19.5%, ELG1 genotoxic -0.1%, Rab9 prom act 2.2%, BRCA1 expr act 4.7%, Giardia killer -9.8, RORgamma inh 24.1%, p53 reactivator 4.1% and FLuc counter 2.0%.
Cc1ccc(S(=O)(=O)/N=C(\N)Nc2nc(C)c3ccc(C)cc3n2)cc1 was read as Menin-MLL TR inh inconclusive, PKM2 act 10.2%, NPC1 prom act -0.4%, Gal4-VP16 FLuc 1.0%, ELG1 genotoxic -7.8%, Rab9 prom act -2.1%, BRCA1 expr act -50.9%, Giardia killer -5.6, RORgamma inh 26.1%, p53 reactivator -8.0% and FLuc counter -2.3%.
Screening CN(c1ccc(C(=O)O)cc1)S(=O)(=O)c1ccccc1 returned Menin-MLL TR inh 5.8%, PKM2 act -2.8%, NPC1 prom act -4.0%, Gal4-VP16 FLuc -1.9%, ELG1 genotoxic 3.5%, Rab9 prom act -4.2%, BRCA1 expr act 17.8%, Giardia killer 7.1, RORgamma inh 2.8%, p53 reactivator -0.8% and FLuc counter 1.9%.
For O=C(Nc1ccc(F)cc1)N(Cc1ccco1)Cc1cc2cc3c(cc2[nH]c1=O)OCO3 the results were Menin-MLL TR inh 18.3%, PKM2 act inconclusive, NPC1 prom act -4.2%, Gal4-VP16 FLuc -29.1%, ELG1 genotoxic -16.9%, Rab9 prom act -1.9%, BRCA1 expr act -41.9%, Giardia killer -6.6, RORgamma inh inconclusive, p53 reactivator -11.9% and FLuc counter 1.6%.
`Cc1cccc(NC(=O)CSCc2c(C)noc2C)c1C` gave Menin-MLL TR inh 3.5%, PKM2 act -2.9%, NPC1 prom act -1.0%, Gal4-VP16 FLuc 7.2%, ELG1 genotoxic -1.1%, Rab9 prom act 5.4%, BRCA1 expr act -40.6%, Giardia killer 27.1, RORgamma inh 4.4%, p53 reactivator -6.5% and FLuc counter 3.7%.
For COc1cc(CN2CCNC(=O)C2CC(=O)NC2CCCC2)cc(OC)c1 (configuration not stated) the results were Menin-MLL TR inh inconclusive, PKM2 act -1.7%, NPC1 prom act 3.1%, Gal4-VP16 FLuc -2.0%, ELG1 genotoxic 0.2%, Rab9 prom act 2.3%, BRCA1 expr act -22.0%, Giardia killer -7.4, RORgamma inh 52.3%, p53 reactivator 9.1% and FLuc counter 0.5%.
`CCOc1ccc(N(CC(=O)NC2CCCCCC2)S(=O)(=O)c2c(C)[nH]c(=O)[nH]c2=O)cc1` gave Menin-MLL TR inh -5.6%, PKM2 act 5.8%, NPC1 prom act 0.0%, Gal4-VP16 FLuc 3.5%, ELG1 genotoxic -6.0%, Rab9 prom act 1.6%, BRCA1 expr act 4.3%, Giardia killer -14.2, RORgamma inh -6.3%, p53 reactivator 4.2% and FLuc counter 1.2%.

Compound activity as filed in PubChem BioAssay.
